Wnt act: activates Wnt/beta-catenin signaling in a reporter cell assay; activator, plate reader; activation, % at 9.35 µM; hit rate 1.2% among 300,000; in the data active = activation above about 30%, passing the limit was not always enough; inconclusive = no clear call, values can overlap the other calls;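 note: 0% = neutral control wells and 100% = positive control wells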
SR-BI DiI-HDL act: enhances SR-BI lipid uptake from DiI-HDL | CHO ldlA[mSR-BI] cells, DiI-HDL uptake fluorescence, 3 h; 100 = double the neutral-control signal | activation, % at 12.5 µM | hit rate 0.096% among 320,000;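 active = mean replicate activation of at least 60% and every replicate at or above 60%; inconclusive = mean or all-replicate condition met, but not both; inactive = mean below 60% and not all replicates reaching 60%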;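 note: 0% = median plate neutral-control signal and 100% = twice that signal; values of inactives mirror those of a sister screen read the other way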
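Material: SR-BI-overexpressing, LDLR-lacking CHO cells; schedule: compound exposure 3 h, 37 °C; reagent: DiI-labelled HDL at 10 µg/mL final; technique: bottom-read fluorescence, 550/595 nm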
HTR5A ag ctr: HTR5A agonism, opioid heterodimer counter-screen; HTR5A agonist assay, luminescence, cell-based; activation, % at 9.3 µM; hit rate 0.61% among 340,000; AID 504692; in the data active = activation mostly above about 9.5%, no sharp cut-off; inactive = mostly below about 7.6%;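 note: 0% = cells with vehicle only and 100% = reference agonist; strong numbers were not always called active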
SR-BI DiI inh: mouse SR-BI HDL lipid transfer inhibition. Q61009. ldlA[mSR-BI] CHO cells, DiI-HDL uptake fluorescence, 3 h. inhibition, % at 12.5 µM. hit rate 0.96% among 320,000;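 active = mean replicate inhibition of at least 70% and a set share of replicates each scoring 70 or more; inconclusive = meets just one of the two criteria; inactive = fails both criteria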;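 note: 0% = median of neutral control wells and 100% = median of positive control wells; values of inactives mirror those of a sister screen read the other way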
Target sequence (Q61009 whole entry, looked up): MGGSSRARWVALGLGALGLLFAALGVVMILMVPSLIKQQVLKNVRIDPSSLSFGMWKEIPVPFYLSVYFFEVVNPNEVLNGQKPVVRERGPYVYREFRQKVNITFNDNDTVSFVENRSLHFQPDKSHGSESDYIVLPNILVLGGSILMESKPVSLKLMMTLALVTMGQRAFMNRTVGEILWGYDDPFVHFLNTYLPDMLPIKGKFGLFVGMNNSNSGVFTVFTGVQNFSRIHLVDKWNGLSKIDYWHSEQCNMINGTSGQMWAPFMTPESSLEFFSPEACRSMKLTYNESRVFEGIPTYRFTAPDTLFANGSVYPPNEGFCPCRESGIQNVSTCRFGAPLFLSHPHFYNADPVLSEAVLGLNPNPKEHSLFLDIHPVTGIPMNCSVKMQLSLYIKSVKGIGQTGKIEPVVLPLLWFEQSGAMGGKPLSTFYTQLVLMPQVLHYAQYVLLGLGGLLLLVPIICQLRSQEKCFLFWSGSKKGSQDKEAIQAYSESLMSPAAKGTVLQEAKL
Rtt109 Vps75: blocks Candida albicans Rtt109/Vps75 acetyltransferase activity; inhibition, % at 34.9 µM; AID 540336; hit rate 0.16% among 330,000; purified Rtt109/Vps75, ThioGlo CoA-SH fluorescence, 4 h;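 active = inhibition of at least 50% in every replicate; inconclusive = best replicate reaches 50% inhibition but some replicates fall short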
Target sequence (Q5AAJ8 whole entry, looked up): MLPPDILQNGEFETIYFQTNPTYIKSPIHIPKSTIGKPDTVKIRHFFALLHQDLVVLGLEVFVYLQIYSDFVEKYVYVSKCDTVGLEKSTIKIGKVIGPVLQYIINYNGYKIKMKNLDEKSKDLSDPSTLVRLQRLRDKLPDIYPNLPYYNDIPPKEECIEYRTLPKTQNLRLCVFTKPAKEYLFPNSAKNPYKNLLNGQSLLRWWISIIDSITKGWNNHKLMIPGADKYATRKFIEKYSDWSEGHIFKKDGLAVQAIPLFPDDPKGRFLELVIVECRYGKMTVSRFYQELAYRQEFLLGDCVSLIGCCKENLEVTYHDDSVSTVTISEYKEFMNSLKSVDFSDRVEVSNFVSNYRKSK
MITF TRPM1 HTS: activators of MITF-driven TRPM1 promoter activity in SK-MEL-5 cells | SK-MEL-5 TRPM1-promoter luciferase, 24 h; % of positive control, neutral wells = 0 | activation, % at 12.5 µM | hit rate 0.75% among 300,000 | AID 588334;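 active = mean activation of at least 80% with every replicate also reaching 80%; inconclusive = mean reaches 80% but some replicate falls short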;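 note: 0% = neutral control wells and 100% = parthenolide positive control wells; values of inactives mirror those of a sister screen read the other way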
CDK5 p35 inh: CDK5/p35 (human) kinase inhibition. Q00535+Q15078. hit rate 0.01% among 330,000. inhibition, % at 10 µM. Recombinant CDK5/p35, ADP-Glo luminescence, 60 min;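 active = highest replicate inhibition of at least 50% and at least 75% of replicates reaching 50%; inconclusive = only one of the two criteria met; inactive = both criteria failed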;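 note: plate controls were DMSO neutral control for no effect and GW8510 at 10 µM for full effect; many of its hits are not listed in these tables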
dFosB activator: mouse delta FosB homodimer activation; P13346; purified delta FosB, TAMRA-CDK5 oligo fluorescence polarization; percent of positive-control signal above neutral wells; activation, % at 25 µM; hit rate 0.99% among 340,000;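 active = mean activation above about 17%, with every replicate also reaching it, limit read from the data, passing the limit was not always enough; inconclusive = only one of the two conditions met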;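 note: fluorescence polarization rise as delta FosB binds a TAMRA Cdk5 AP-1 oligo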
RTF Ca sens act: increases calcium sensitivity of human cardiac regulated thin filaments; P19429+P45379; IANBD-labeled TnC RTF fluorescence at EC20 calcium; 0% EC20 calcium, 100% full calcium; activation, % at 7.2 µM; hit rate 0.24% among 340,000;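 active = activation above the mean over all tested compounds plus 3 SD, cut at about 30% in these data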;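 note: rise in fluorescence read as greater calcium sensitivity of cardiac thin filaments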
PvdQ inh: P. aeruginosa PvdQ acylase inhibition | purified PvdQ acylase, fluorescence plate reader | inhibition, % at 10 µM | hit rate 0.063% among 340,000; in the data active = inhibition above about 30%, passing the limit was not always enough; inconclusive = no clear call, values can overlap the other calls;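 note: 0% = vehicle neutral wells and 100% = reference inhibitor wells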
* marks the source's active call; other numbers are inactive results; ? = inconclusive; · = not tested or not shown; & = joins results of further samples. Random draw from the library (roughly 4.4% active in at least one column).

Molecule	Wnt act	SR-BI DiI-HDL act	HTR5A ag ctr	SR-BI DiI inh	Rtt109 Vps75	MITF TRPM1 HTS	CDK5 p35 inh	dFosB activator	RTF Ca sens act	PvdQ inh
Cc1ccc(NC(=O)CSc2nnc(C)c(=O)n2N)c(C)c1	-2	30	7	-30	-11	5	·	4	-1	22
Cc1nc2sccn2c(=O)c1S(=O)(=O)Nc1ccc(N2CCN(C)CC2)cc1	13	26	3	-26	-1	·	0.5	1	7	-8
Cc1c(C(=O)NC2CCN(Cc3ccccc3)C2)oc2ccc(Br)cc12 (stereo not given)	3	13	-5	-13	10	13	0.1	-6	-2	-6
CCc1nc(N)nc(N)c1-c1ccc(Cl)cc1	0&0	22	3	5	1	-30	0.2	0	-1	6
Cc1ccc(SCCCn2cncn2)cc1	7	18	5	-18	-2	-2	0.5	0	-2	7
CC(=O)c1cccc(NC(=O)c2ccc(S(=O)(=O)N3CCCCC3)cc2)c1	-2	-53	4	53	0	·	-0.7	4	-5	0
CN(C)S(=O)(=O)c1ccc(C(=O)OCC(=O)c2ccc(OC(F)F)cc2OC(F)F)cc1	·	-11	-1	11	8	-2	-0.2	1	-1	-3
N#Cc1c(N)nc2c(c1N)CC(CO)O2 (stereo not given)	·	16	-1	-16	-5	-4	-4.4	6	10	-24
CCOC(=O)c1ccc(N2C(=O)c3n[nH]c(C)c3C2c2ccc(OC)cc2OC)cc1 (stereo not given)	·	-2	-4	2	4	·	0.9	-31	5	-2
C[C@]12C=CC(=O)C=C1CCC1C2CC[C@@]2(C)C1CCC21OCCO1 (stereo not given in full)	-3	38	-1	-38	-6	-8	-0.5	-4	2	-13
C=CC[n+]1c(-c2ccc(OCC)cc2)csc1NNC(=O)Nc1ccccc1	-16	-13	10	13	-14	6	0.1	-25	-25	-13
Cn1cc(CCNC(=O)CC2C(=O)NCCN2Cc2cccc(Oc3ccccc3)c2)cn1 (stereo not given)	-9	9	-5	-9	·	4	1.9	0	-3	-10
O/N=C1/CCCCc2sccc21	·	5	-3	-5	11	·	0.8	-1	0	15
Cc1cc(C(=O)CN2CCN(CC(=O)Nc3ccc(F)cc3)CC2)c(C)n1C1CC1	3	-50	6	50	-1	-10	-1.9	-11	2	-13
CN(CCOc1ccc(Cl)cc1)C(=O)CNS(=O)(=O)c1ccc(N(C)C)c([N+](=O)[O-])c1	-3	-8	-5	8	13	1	-0.7	-24	-11	-8
O=C(Cn1nc(-c2ccco2)ccc1=O)Nc1cc(C(F)(F)F)ccc1Cl	-3	12	1	-12	-1	2	2.2	-16	0	-14
CN(C(=O)c1ccccc1Br)C1CCS(=O)(=O)C1 (stereo not given)	2	12	0	-12	1	9	0.6	3	1	1
CCOc1ccc(S(=O)(=O)n2ccc(C)n2)c2ccccc12	·	10	0	-10	2	1	0.1	-7	3	-7
CC(=O)N(C(C)=O)c1c(C#N)c(C)n(-c2ccccc2)c1C(=O)c1ccccc1	·	-6	1	6	9	-6	-1.4	0	-2	-15
C=CCc1cc(Cl)ccc1OCCn1ccnc1	1	2	0	-2	-5	·	-0.2	-6	-6	-10
CC(C)(C)c1ccc(S(=O)(=O)NCCOCC(F)(F)C(F)F)cc1	-3	19	2	-19	13	-7	0.1	-4	-2	10
CCCN[C@H]1CCc2nc(N)sc2C1	-3	10	-1	-10	7	4	-0.4	2	3	3
COc1ccccc1CNC(=O)c1ccc2nc(N3CCOCC3)sc2c1	-1	-26	-4	26	2	9	-0.1	-11	-1	-13
O=C(O)CCC(=O)NC(c1ccccc1)c1ccccc1	1	8	-2	-8	·	3	1.1	-6	0	7
CN(C)/C=C/C(=C\C(=O)C(F)(F)F)Nc1ccc(C(F)(F)F)cc1	-2	-40	5	40	21	10	-5.9	-11	-1	-13
CCOC(=O)N1CCC(=NNC(=O)c2cc3ccccc3cc2O)CC1	·	-1	-1	1	2	-11	0.3	-5	-6	-8
O=C(NC1CCN(S(=O)(=O)c2cccc(F)c2)CC1)c1ccc(F)cc1	0	-9	5	9	9	·	-4.1	3	-4	-6
O=C(NCCC1=CCCCC1)C(=O)NCC(c1ccco1)N1CCN(c2ccccc2)CC1 (stereo not given)	·	-14	5	14	-2	-14	1.8	-6	0	-14
Cc1ccc(S(=O)(=O)N2CCCCC2)cc1NC(=O)CSCC(=O)O	0	-1	-2	1	·	-2	0.3	-2	3	7
CCN(CC(=O)Nc1ccc(NC(C)=O)cc1)C(=O)CCCc1nc2ccccc2c(=O)[nH]1	0	7	0	-7	-4	-10	1.3	8	-5	-9
COCCn1nnnc1CN1CCN(C(=O)c2ccco2)CC1	-1	·	3	·	-11	1	-1.4	-1	0	-5
COc1ccc(CN(CC2CCCO2)C(=O)CN2C(=O)C(C)Oc3ccc(C)cc32)cc1OC (stereo not given)	-1	-8	3	8	3	-7	0.9	-5	-5	-9
CC1=NN(c2ccc(C)cc2)C(=O)/C1=C\c1ccc(Br)s1	1	-8	2	8	-6	-13	0.3	1	1	-7
COc1ccc(S(=O)(=O)N2CCOCC2)cc1NC(=O)CN1CCN(C)CC1	-4	23	5	-23	13	15	-0.3	9	-4	4
NS(=O)(=O)c1cccc(NC(=O)c2cccc(-c3ccc(O)cc3)c2)c1	-2	-30	-3	30	1	3	1.2	9	-3	-4
NC(=O)C1CCN(C(=O)c2cn(-c3ccccc3)nc2-c2cccnc2)CC1	0	-8	3	8	13	-1	0.7	1	1	2
O=C(O)CC(C(=O)NC1CCCCC1)C1CCCO1 (stereo not given)	2	12	-7	-12	5	6	-0.8	6	-2	2
O=C(CN1C(=O)NC2(CCc3ccccc32)C1=O)NCc1ccc(F)cc1 (stereo not given)	0	24	-1	-24	10	10	0.5	-1	3	8
Cc1nnsc1C(=O)NC1CCCc2c1cnn2-c1ccccc1F (stereo not given)	-1	-2	3	2	-2	-42	1.0	-2	-2	7
COc1cc(-c2[nH]ncc2CN2CCc3sccc3C2)cc(OC)c1OC	-3	·	2	·	-4	5	-0.7	-3	-3	-2
O=C(CCS(=O)(=O)c1ccccc1)NC1CCCCC1	22	12	3	-12	-32	105*	1.2	-3	-2	-11
CCN(CC)c1ccc(/C=N/N2CCN(Cc3ccccc3)CC2)c(O)c1	-3	7	-1	-7	-5	2	-0.9	-2	-7	-1
CCc1cccc(NC(=O)CNC(=O)N2CC(=O)Nc3ccccc32)c1	3	23	-1	-23	-2	-3	-0.5	0	-5	-2
Cc1ccc(-c2n[nH]c(=O)c3ccccc23)cc1S(=O)(=O)Nc1ccccc1	0	-13	-2	13	2	2	2.9	-8	-2	-8
CCOc1ccc(NCc2nnc(SCC(=O)Nc3nc(-c4ccccc4)cs3)n2-c2ccccc2)cc1	-7	-75	-2	75*	3	-5	-2.6	0	2	7
Cc1ccc(OCC(=O)Nc2ccc(S(=O)(=O)Nc3ccccn3)cc2)cc1C	-2	-25	6	25	1	-6	2.1	5	-1	-9
NS(=O)(=O)c1ccc(NC(=O)CSC2=NC(=O)C(c3ccccc3)C(=O)N2)cc1 (stereo not given)	-8	-3	-5	3	-6	·	-1.3	8	4	-3
O=C(NCc1ccccn1)Nc1ccc(Br)cc1Cl	24	-16	0	16	3	?	-1.5	7	-3	5
O=C(c1ccc2c(c1)OCO2)N1CCN(c2ccccn2)CC1	20	52	-1	-52	5	2	-0.3	0	2	3
COC(=O)CSc1ccc2nnc(CCNS(=O)(=O)c3ccccc3)n2n1	0	11	0	-11	-6	-4	0.9	8	3	-16
CCN(CC)CCOC(=O)c1cccc(OC)c1	·	19	3	-19	-7	10	2.1	-2	6	-5
COc1ccccc1CC(=O)Nc1ccc(S(=O)(=O)N2CCOCC2)cc1	-1	·	2	·	8	4	-1.6	-11	3	3

Compounds shown so far that contain two or more sulfur atoms, in the order listed:
Molecule	Wnt act	SR-BI DiI-HDL act	HTR5A ag ctr	SR-BI DiI inh	Rtt109 Vps75	MITF TRPM1 HTS	CDK5 p35 inh	dFosB activator	RTF Ca sens act	PvdQ inh
Cc1nc2sccn2c(=O)c1S(=O)(=O)Nc1ccc(N2CCN(C)CC2)cc1	13	26	3	-26	-1	·	0.5	1	7	-8
Cc1ccc(S(=O)(=O)N2CCCCC2)cc1NC(=O)CSCC(=O)O	0	-1	-2	1	·	-2	0.3	-2	3	7
CCOc1ccc(NCc2nnc(SCC(=O)Nc3nc(-c4ccccc4)cs3)n2-c2ccccc2)cc1	-7	-75	-2	75*	3	-5	-2.6	0	2	7
NS(=O)(=O)c1ccc(NC(=O)CSC2=NC(=O)C(c3ccccc3)C(=O)N2)cc1 (stereo not given)	-8	-3	-5	3	-6	·	-1.3	8	4	-3
COC(=O)CSc1ccc2nnc(CCNS(=O)(=O)c3ccccc3)n2n1	0	11	0	-11	-6	-4	0.9	8	3	-16
